CHRM4 agonist = CHRM4 agonism in calcium assay; CHO-K1 hM4/Gqi5, Fluo-8 calcium fluorescence; vehicle 0%, full acetylcholine response 100%; activation, % at 3 µM; 360,000 compounds, 0.14% hits; AID 624127;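 active means activation above the run mean over all test wells plus 3 SD, cut at about 32% in these data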;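 further: peak over basal fluorescence ratio per well then scaled between controls; 0% = DMSO wells and 100% = acetylcholine at EC100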
Target sequence (P08173 whole entry, looked up): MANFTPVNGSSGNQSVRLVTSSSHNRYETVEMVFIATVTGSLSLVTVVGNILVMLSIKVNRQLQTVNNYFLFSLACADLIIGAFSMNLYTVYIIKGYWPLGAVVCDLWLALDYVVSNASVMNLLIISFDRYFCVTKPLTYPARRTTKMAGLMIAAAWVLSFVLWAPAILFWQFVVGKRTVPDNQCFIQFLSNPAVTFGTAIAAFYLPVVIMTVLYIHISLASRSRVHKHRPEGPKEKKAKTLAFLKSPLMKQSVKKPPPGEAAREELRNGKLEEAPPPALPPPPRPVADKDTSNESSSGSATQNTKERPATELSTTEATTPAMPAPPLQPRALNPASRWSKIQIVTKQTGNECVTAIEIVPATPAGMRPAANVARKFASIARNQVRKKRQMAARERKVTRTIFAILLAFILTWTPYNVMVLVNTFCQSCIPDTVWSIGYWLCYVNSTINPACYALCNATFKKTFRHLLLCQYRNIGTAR
CHRM4 antagonist = CHRM4 antagonism in calcium assay. inhibition, % at 3 µM. P08173. CHO-hM4 cells, ACh EC80, Fluo-8 calcium fluorescence. 360,000 compounds, 0.73% hits;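 active means inhibition above its plate's cutoff, the mean inhibition of sample wells plus 3 SD, cut at about 27% in these data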;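 further: 0% = acetylcholine EC80 with DMSO and 100% = DMSO without agonist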
M5 antag = blocks acetylcholine activation of human M5 receptor; P08912; CHO-hM5 cells, Fluo-8 calcium fluorescence, ACh EC80; inhibition, % at 3 µM; 360,000 compounds, 0.59% hits; AID 624040;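 active means inhibition above a per-plate cutoff, the mean of that plate's test compounds plus 3 SD, cut at about 27% in these data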;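 further: 0% = acetylcholine EC80 with DMSO and 100% = DMSO without agonist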
CHRM5 PAM = CHRM5 positive allosteric modulation | CHO-K1 hM5, Fluo-8 calcium, ACh EC20 PAM; 0% = ACh EC20, 100% = ACh EC100 | AID 624038 | activation, % at 3 µM | 360,000 compounds, 0.3% hits;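 active means activation above the run cutoff, the mean activation of all test compounds plus 3 SD, cut at about 18% in these data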
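System: CHO-K1 hM5 cells. Reagent: acetylcholine, EC20 level. Compound dosing: single dose, 3 µM nominal final test concentration. Timing: Post-acetylcholine fluorescence recording 140 s. Detection: Fluo-8 calcium fluorescence. Read-out: % activation, ACh-normalized. Benchmarks: ACh EC20 and EC100 wells. Repeats: singlicate, one well per test compound.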
CHRM5 agonist = CHRM5 agonism in calcium assay | P08912 | CHO-K1 hM5 cells, Fluo-8 calcium fluorescence; 0% DMSO wells, 100% maximal acetylcholine response | activation, % at 3 µM | 360,000 compounds, 0.19% hits | AID 624037;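 active means activation above the run's mean over test compounds plus 3 SD, cut at about 23% in these data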;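 further: signal is peak over basal fluorescence ratio across the kinetic read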
CHRM4 PAM = CHRM4 positive allosteric modulation | P08173 | CHO-K1 hM4/Gqi5, Fluo-8 calcium fluorescence, ACh EC20; 0% = ACh EC20, 100% = maximal ACh | activation, % at 3 µM | 360,000 compounds, 0.4% hits;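 active means activation above its plate's cutoff, the mean activation of sample wells plus 3 SD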; further: some results filed as inactive read as strong as hits
M1 PAM = positive allosteric modulators of human M1 muscarinic receptor | CHO-K1 hM1, Fluo-8 calcium fluorescence, ACh EC20; 0% = ACh EC20, 100% = maximal ACh | 360,000 compounds, 0.088% hits | activation, % at 3 µM | P11229 | AID 588819; in the data active means activation above about 19%, passing the limit was not always enough
Target sequence (P11229 whole entry, looked up): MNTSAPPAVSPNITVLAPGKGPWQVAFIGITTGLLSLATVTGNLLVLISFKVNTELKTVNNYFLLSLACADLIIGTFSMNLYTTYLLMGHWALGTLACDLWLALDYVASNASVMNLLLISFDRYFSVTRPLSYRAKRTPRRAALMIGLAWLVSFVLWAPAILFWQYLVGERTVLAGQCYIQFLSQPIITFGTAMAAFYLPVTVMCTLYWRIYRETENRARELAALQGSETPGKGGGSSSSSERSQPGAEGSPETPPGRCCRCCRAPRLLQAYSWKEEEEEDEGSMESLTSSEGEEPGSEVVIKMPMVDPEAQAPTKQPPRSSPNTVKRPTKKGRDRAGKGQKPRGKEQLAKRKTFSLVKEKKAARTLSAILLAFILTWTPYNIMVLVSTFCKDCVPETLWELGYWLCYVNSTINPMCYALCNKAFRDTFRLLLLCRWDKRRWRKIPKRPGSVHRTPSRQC
CHRM1 antagonist = human CHRM1 antagonism; CHO-K1 hM1, Fluo-8 calcium fluorescence, ACh EC80 antagonist; inhibition, % at 3 µM; 360,000 compounds, 1.3% hits; AID 588852;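 active means percent inhibition above its own plate's cutoff, namely the mean of that plate's compound wells plus 3 SD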;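 further: peak over basal fluorescence ratio during 140 s after agonist addition; 0% = ACh EC80 plus DMSO and 100% = DMSO alone without agonist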
CRFBP-R2 agonist = agonists of human CRF-binding protein/CRF-R2 receptor complex; HEK293 CRF-R2/CRF-BP, calcium dye fluorescence (FLIPR); percent of saturating CRF peptide response; activation, % at 13.2 µM; 350,000 compounds, 0.46% hits; AID 588473;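 active means activation of at least 50%, plus an integration ratio under a set limit after plate pattern correction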;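 further: plate controls were neutral control wells without compound for no effect and CRF at EC100 for full effect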
Active calls of the source: *; / = no result given.

SMILES	CHRM4 agonist	CHRM4 antagonist	M5 antag	CHRM5 PAM	CHRM5 agonist	CHRM4 PAM	M1 PAM	CHRM1 antagonist	CRFBP-R2 agonist
COc1cccc(-n2cnc3c(sc4nc(N5CCOCC5)c5c(c43)CCCC5)c2=O)c1	5.8	-5.9	15.0	-7.4	-1.0	-5.9	4.1	17.2	0.9
Cc1ccc(S(N)(=O)=O)cc1NC(=O)C1CC2CCC1C2 (centres undefined)	1.9	6.8	2.2	1.3	1.1	5.0	-2.9	-13.2	-0.9
N/C(=N/OC(=O)c1cccc([N+](=O)[O-])c1)c1cccc([N+](=O)[O-])c1	-0.5	-14.3	8.6	2.7	-3.8	1.7	2.4	-0.7	-1.2
COc1ccccc1CNC(=O)C(=O)NCCC1CCCCN1S(=O)(=O)c1cccs1 (centres undefined)	7.4	-16.6	4.0	-13.4	-2.7	-4.7	10.4	-10.7	-0.9
CCn1c(SCC(=O)N/N=C(/C)c2ccncc2)nc2ccccc21	1.4	-6.4	-1.8	3.2	0.5	-3.6	2.5	-11.6	-0.3
CC1CCCC(NC(=O)C2CCN(S(=O)(=O)c3cnc[nH]3)CC2)C1C (centres undefined)	0.2	-2.9	9.1	1.4	-3.2	0.8	6.5	-6.9	0.1
Cc1cccc(N2CC(C(=O)Nc3nnc(SCC(=O)N4CCOCC4)s3)CC2=O)c1 (centres undefined)	0.4	-14.7	-11.4	8.0	-3.4	5.1	5.9	-5.9	-0.6
Cc1oc(-c2ccccc2F)nc1CS(=O)(=O)CC(=O)NCCCN1CC(C)CC(C)C1 (centres undefined)	-0.5	-3.4	4.5	-2.9	-4.2	-11.2	-5.6	6.0	2.7
Cn1nc(C(=O)NCc2cccc(F)c2)cc1C(=O)NCc1cccc(F)c1	1.9	3.2	10.5	-7.9	0.1	4.4	1.1	1.1	-3.1
COc1cccc(-c2csc(Nc3ccc(Oc4ccccc4)cc3)n2)c1	-0.1	-6.9	1.4	0.8	0.3	-4.6	-3.5	-23.2	/
Cc1cccc(C)c1OCC(=O)Nc1c(C)nn(C)c1C	1.3	2.7	19.6	-4.3	-5.6	-3.3	-7.5	22.8	-1.1
Cc1cccc2cc(C3CC(c4ccco4)=NN3S(=O)(=O)c3ccccc3)c(Cl)nc12 (centres undefined)	0.2	-8.9	-9.1	8.9	2.0	3.0	8.7	-10.4	-2.7
C=CCNC(=O)c1ccccc1SCc1c(C)noc1C	0.7	-2.6	-3.2	2.4	-3.1	1.5	11.5	-8.9	-0.5
CCc1nnc2n1N=C(c1ccc(Br)cc1)CS2	-1.6	13.0	16.4	-2.5	-3.8	0.9	7.5	-12.8	-0.3
Cc1ccc(C)c(OC(=O)c2cccnc2Cl)c1C	-0.2	6.8	14.6	-2.6	-3.0	-7.4	-9.2	18.0	-1.1
Cn1c(CN2CCCC2)nc2cc(NC(=O)COc3ccccc3)ccc21	2.1	0.3	-5.5	2.5	-5.2	15.9	1.4	0.5	0.3
CS(=O)(=O)NCC(c1ccco1)N1CCN(c2ccc(F)cc2)CC1 (centres undefined)	1.1	-9.7	-7.8	-2.5	0.7	-4.2	5.4	-10.9	-2.7
Fc1ccc(-c2nnn(Cc3ccccc3Cl)n2)cc1	-0.8	-1.2	-1.7	-1.8	-6.5	0.6	4.7	-7.6	-1.2
CCOC(=O)C1CCCN(c2ncnc3c2cnn3-c2ccc(Cl)cc2)C1 (centres undefined)	12.3	13.4	16.9	-19.1	1.2	-18.3	-9.6	13.3	100.6*
O=P(O)(Cc1ccccc1)Cc1ccccc1	0.4	-13.6	8.8	-0.6	-4.1	9.7	9.4	-13.5	0.8
CCOC(=O)c1cc(OC(=O)Cc2ccc(OC)c(S(=O)(=O)N3CCOCC3)c2)cc(C(=O)OCC)c1	1.4	-6.1	-4.8	-1.6	-1.6	4.2	7.3	-10.0	1.6
CCC(=O)N/N=c1/sc2ccccc2n1C	0.7	11.3	-2.1	-4.0	0.4	-3.8	7.2	-7.7	-2.3
Cc1oc2c(C)c3oc(=O)c(CCC(=O)NCCCCCC(=O)O)c(C)c3cc2c1C	-0.4	10.8	3.2	1.8	-3.2	-0.6	8.5	-10.8	-2.2
CN(C)CCCO[C@@H]1[C@H]2OC(C)(C)O[C@H]2O[C@@H]1[C@H](O)CO	1.8	-25.6	1.8	-4.9	-0.5	0.1	0.6	-30.2	-1.0
COc1cccc(C2CC(c3ccc(Br)cc3)=NN2C(=O)c2ccncc2)c1OC (centres undefined)	5.6	8.7	8.2	-7.1	-4.7	-4.9	-7.6	5.9	-0.1
COc1ccc(CNC(=O)C(c2ccco2)N(C(=O)CNS(=O)(=O)c2ccccc2)c2ccccc2C)cc1 (centres undefined)	22.6	10.9	12.3	-12.0	14.3	-12.3	-4.6	6.6	-1.8
C/C(=N/NC(=O)CCC(=O)Nc1cccc(Cl)c1)c1ccc(C)cc1	0.6	-7.1	-1.1	0.1	-1.9	1.8	-0.6	-10.6	-0.5
O=C(CSc1nc(=O)[nH]c2c1CCCC2)Nc1cc(C(F)(F)F)cc(C(F)(F)F)c1	0.3	0.2	5.1	-0.8	1.5	2.8	7.3	-12.2	4.2
CCc1ccc(OC(C)C(=O)Nc2ccc(S(=O)(=O)Nc3nccs3)cc2)cc1 (centres undefined)	19.2	0.6	-10.0	10.2	14.2	11.0	4.0	4.5	10.8
O=c1[nH][nH]c(-c2ccccc2O)c1C(C[N+](=O)[O-])c1cccc(Cl)c1 (centres undefined)	0.3	1.6	0.8	-1.2	-1.2	-1.8	8.4	-5.0	-2.3
O=c1cc(O)c2ccccc2[nH]1	-0.3	6.2	-5.8	1.2	-0.5	5.0	3.6	1.0	1.0
CN(C1=C(NC(=O)c2ccccc2)C(=O)c2ccccc2C1=O)C1CCS(=O)(=O)C1 (centres undefined)	2.1	-7.0	-14.2	-2.1	3.7	-3.3	6.5	-3.1	/
COc1cc(-c2nnc(COC(=O)CSCC(=O)Nc3cc(C)on3)o2)cc(OC)c1OC	1.0	-1.1	-2.1	2.2	1.1	0.7	1.8	-8.4	0.5
Cc1noc(C)c1S(=O)(=O)N1CCC(C(=O)Nc2ccc(Br)cc2)CC1	1.9	1.3	1.9	-2.0	-1.7	5.5	3.7	1.2	0.3
Cc1ccc(S(=O)(=O)C[C@@H]2OC3CCCCC3N2S(=O)(=O)c2ccc(C)cc2)cc1 (some centres undefined)	-0.7	6.9	2.0	4.8	-2.3	-3.8	/	/	/
COc1cc(C(C#N)N2CCCCC2)ccc1O (centres undefined)	0.2	-4.8	0.3	-1.8	0.6	4.5	-4.0	-6.3	1.3
O=C(/C=C/c1ccc(O)cc1)c1ccc(NC2=C(N3CCCCC3)C(=O)c3ccccc3C2=O)cc1	5.2	-1.4	9.9	-8.3	-1.6	-0.3	-1.1	-5.6	0.3
COc1ccc(CN2C(=O)C(CC(C)C)Nc3ncnc(N4CCCCC4)c32)cc1 (centres undefined)	0.7	5.4	5.2	4.7	-8.9	2.0	-2.2	-1.3	-1.1
C=CCN(c1ccc(F)cc1)S(=O)(=O)c1cc(C(=O)OCC(=O)N(C)C2CCS(=O)(=O)C2)ccc1Cl (centres undefined)	0.4	-10.4	3.5	2.7	-4.4	4.5	2.4	-2.5	-2.2
COc1cc(CNc2ccccc2)c([N+](=O)[O-])cc1OC	2.8	4.7	9.6	-0.4	2.3	-3.2	15.4	-21.4	-2.3
CCCCn1nnnc1C(c1ccccc1)N1CCN(c2ccc(C)cc2)CC1 (centres undefined)	0.8	-3.5	7.5	-10.4	-5.2	-1.6	/	/	/
CCOC(=O)c1c(N)sc2c1CCSC2	0.5	6.6	-9.0	2.0	-7.3	3.5	-0.9	-5.0	0.7
Cc1nn(-c2ccccc2)c(C)c1-c1ccccc1O	1.4	-4.1	-1.1	1.6	0.9	-0.4	8.4	-8.2	-0.6
CC(=O)c1cccc(NC(=O)CN(C)S(=O)(=O)c2ccc3c(c2)CCC(=O)N3)c1	0.7	2.9	5.0	-2.0	0.8	-4.7	3.2	-0.8	-2.8
CCC1CCC/C1=N\NC(=O)c1ccoc1C (centres undefined)	0.6	-3.4	8.1	-2.5	-3.8	2.6	11.0	-10.6	-0.1
Cc1ccc(Cn2nnc3c(=O)[nH]c(C4CCN(S(=O)(=O)c5ccccc5F)CC4)nc32)cc1	0.7	-7.6	-4.4	5.3	-3.7	-10.8	7.1	-7.6	-1.0
COc1ccc(NC(=O)/C(C#N)=C\c2ccc(Br)o2)cc1	0.7	-7.9	0.3	0.9	0.3	-4.5	8.1	-10.3	0.7
CC1CCCN(C(=O)Cc2ccc(F)cc2)C1 (centres undefined)	-0.1	5.2	2.5	-3.5	-4.2	-3.4	0.4	-0.3	-0.2
Fc1cccc(Cc2noc(CN3CCN(C4CCc5ccccc5C4)CC3)n2)c1 (centres undefined)	6.5	1.0	1.4	-21.7	-7.4	-21.7	-25.8	72.0*	-2.3
Cc1cc2cc(C=O)c(Cl)nc2cc1C	1.0	0.2	-5.1	5.2	0.6	1.6	12.4	-4.0	0.8
COc1ccc(C2=Nc3ccccc3N(C(=O)c3cccnc3)C2C(=O)NC(C)(C)C)cc1 (centres undefined)	1.1	9.4	7.5	0.0	0.7	9.5	/	/	/
C[C@@H]1CNC(=O)c2c(C(=O)NCc3ccc(CNC(=O)OC(C)(C)C)cc3)ncn21	0.2	-9.3	7.8	3.1	-0.1	0.6	7.1	1.8	-0.8
CCN1C[C@@H]2[C@@H]3C(=O)N(Cc4ccccc4)C(=O)[C@@H]3[C@](C)(C1=O)N2C(=O)c1ccc(C(C)(C)C)cc1	1.4	-12.5	1.7	10.6	0.6	5.1	4.6	0.7	-1.1
CCOC(=O)C1=NNC2C(=O)N(C3CCCCC3)C(=O)C12 (centres undefined)	1.6	-5.8	4.6	0.2	-4.9	0.5	-2.3	-22.0	-0.4
NS(=O)(=O)c1ccc(CCNC(=O)COC(=O)c2nc(Cl)ccc2Cl)cc1	0.7	-0.2	6.3	1.8	-0.6	-1.1	1.7	-7.8	-3.2
Cc1cccc(NC(=O)C2CC(=O)n3cnnc3S2)c1 (centres undefined)	1.2	-5.1	-4.2	4.8	-2.6	1.4	6.4	-26.1	1.2

Some of the entries above in a different format:
Values run as follows: CHRM4 agonist | CHRM4 antagonist | M5 antag | CHRM5 PAM | CHRM5 agonist | CHRM4 PAM | M1 PAM | CHRM1 antagonist | CRFBP-R2 agonist
> NS(=O)(=O)c1ccc(CCNC(=O)COC(=O)c2nc(Cl)ccc2Cl)cc1
    0.7 | -0.2 | 6.3 | 1.8 | -0.6 | -1.1 | 1.7 | -7.8 | -3.2
> COc1ccc(NC(=O)/C(C#N)=C\c2ccc(Br)o2)cc1
    0.7 | -7.9 | 0.3 | 0.9 | 0.3 | -4.5 | 8.1 | -10.3 | 0.7
> CC(=O)c1cccc(NC(=O)CN(C)S(=O)(=O)c2ccc3c(c2)CCC(=O)N3)c1
    0.7 | 2.9 | 5.0 | -2.0 | 0.8 | -4.7 | 3.2 | -0.8 | -2.8
> CCOC(=O)c1c(N)sc2c1CCSC2
    0.5 | 6.6 | -9.0 | 2.0 | -7.3 | 3.5 | -0.9 | -5.0 | 0.7

Bioassay records (PubChem BioAssay)
